Screening data: PubChem, Sanford-Burnham Center for Chemical Genomics
EphA4 KYL inhibition – inhibitors of EphA4 binding to KYL peptide, primary screen, biochemical, colorimetric, mouse EphA4 (AID 689); EphA4-AP binding to KYL peptide, pNPP A405; higher % means a stronger effect; inhibition, % at 10 µM; hits with a dose series show IC50 in µM; 62,000 tested, 0.1% active; in the data active means a potency from the dose series; inactive means the rest, 99 in 100 with inhibition below about 22%
An asterisk follows results filed as active. Not all compounds are listed (hit frequency here may not be typical).

SMILES | EphA4 KYL inhibition
Cc1ccc(C(=O)O)c(C(=O)Nc2nc(C)cs2)c1 | -27.7%
COC(=O)c1[nH]c2cc(OC)ccc2c1NC(=O)c1ccc2c(c1)OCO2 | -26.5%
CCOC(=O)N1CCC(Nc2c(N3CCN(c4cccc(C(F)(F)F)c4)CC3)c(=O)c2=O)CC1 | -7.3%
Cn1c(-c2c(N)n(CCc3ccccc3)c3nc4ccccc4nc23)nc2ccccc21 | 23.0%
Cc1cc(NC(=O)c2oc3ccccc3c2C)ccc1-n1cnnn1 | -13.8%
COC(=O)c1sccc1NC(=O)c1ccoc1C | -17.1%
CN(C)C(=O)CSc1nnc(Cc2ccc([N+](=O)[O-])cc2)o1 | -7.5%
CCOc1ccc(N2C(=O)/C(=C/c3ccc(OC)c(OC)c3C(=O)O)SC2=S)cc1 | 32.8%
CCn1c(-c2nonc2NC(=O)c2ccccc2)nc2ccccc21 | -5.2%
CCCCSc1nnc(-c2ccccc2N)c(=O)[nH]1 | 1.2%
O=C(Nc1cccc(I)c1)c1cc2ccccc2oc1=O | -7.4%
CCC(=O)NCCSc1c[nH]c2ccccc12 | -3.0%
Cn1cc(/C=C/C(=O)c2ccc(Cl)cc2)c2ccccc21 | 11.1%
O=C(CCC(=O)N(CC(=O)NC1CCCC1)Cc1ccc2c(c1)OCO2)Nc1ccccn1 | 5.3%
Cc1ccccc1Nc1nc(N)nc(COC(=O)C(NC(=O)c2ccco2)C(C)C)n1 (centres undefined) | -24.8%
CC(=O)CCN1CCOCC1 | 13.8%
O=C(O)CSc1nc2ccccc2c(=O)n1-c1ccccc1 | 0.3%
N#Cc1cn(CC(=O)O)c2ccccc12 | 3.3%
COc1ccc(NC(=O)CCCCn2c(=O)[nH]c3ccccc3c2=O)cc1 | -3.6%
COc1ccc(-n2c(SCC(=O)Nc3nccs3)nc3sc4c(c3c2=O)CCN(C)C4)cc1 | -11.1%
CCOc1ccc(C2CC(=O)NC3=C2C(=O)CCC3)cc1 (centres undefined) | -8.2%
O=C1CCCC2=C1C(c1ccco1)Nc1ccc3ccccc3c12 (centres undefined) | 11.8µM*
O=c1[nH]c2cc3c(cc2cc1CN(CCc1ccccc1)Cc1nnnn1C1CCCC1)OCCO3 | -1.8%
COc1ccccc1-c1nnc(NC(=O)C(C)SC2=NCCS2)s1 (centres undefined) | -8.2%
CCCNC(=O)c1ccc(CNc2c(N3CCC(C(=O)OCC)CC3)c(=O)c2=O)cc1 | -8.6%
Cc1ccc2c(CC(=O)Nc3sccc3C(N)=O)coc2c1 | -12.2%
CO/N=C(/CNC(=O)c1ccc(F)cc1)c1ccc(Cl)cc1 | -14.4%
COc1cc(/C=c2\sc3nc4ccccc4n3c2=O)ccc1OC(=O)c1ccc(Cl)cc1 | -7.2%
COc1ccc(NC(=O)c2cccc(C(F)(F)F)c2)c2ccccc12 | 1.4%
O=C(NNC(=S)Nc1ccccc1)c1ccncc1 | -11.9%

Some of these compounds in order of their number in EphA4 KYL inhibition, smallest number first.
SMILES | EphA4 KYL inhibition
CO/N=C(/CNC(=O)c1ccc(F)cc1)c1ccc(Cl)cc1 | -14.4%
O=C(NNC(=S)Nc1ccccc1)c1ccncc1 | -11.9%
CCCNC(=O)c1ccc(CNc2c(N3CCC(C(=O)OCC)CC3)c(=O)c2=O)cc1 | -8.6%
CCOc1ccc(C2CC(=O)NC3=C2C(=O)CCC3)cc1 (centres undefined) | -8.2%
COc1cc(/C=c2\sc3nc4ccccc4n3c2=O)ccc1OC(=O)c1ccc(Cl)cc1 | -7.2%
COc1ccc(NC(=O)c2cccc(C(F)(F)F)c2)c2ccccc12 | 1.4%

(more compounds)
SMILES | EphA4 KYL inhibition
COc1ccc2oc(C(=O)c3ccccc3)c(N)c2c1 | -3.5%
COc1cc([N+](=O)[O-])ccc1NC(=O)C[n+]1ccccc1C | -0.4%
O=C(CN1C(=O)/C(=C/c2cccc(Br)c2)SC1=S)Nc1ccccn1 | -6.6%
Cc1ccc(N2CC(C(=O)NCC(C)O)CC2=O)cc1 (centres undefined) | -4.7%
N#CCSc1nc2ccccc2c(=O)n1CCC(=O)NC1CCCCC1 | -3.3%
COc1ccc(N(CC(=O)N/N=C/c2cccc3c2OCCO3)S(=O)(=O)c2ccc(NC(C)=O)cc2)cc1 | -4.8%
CCCC1=Nc2cc(C(=O)NCCCOCC)ccc2Sc2ccccc21 | 4.9%
CCn1c(/C=N/c2nc3ccccc3n2C)nc2ccccc21 | 4.1%
COC(=O)C1=C(N)Oc2cc(C)[nH]c(=O)c2C1c1cc(OC)c(OC)c(OC)c1 (centres undefined) | -10.3%
Cn1nnnc1SCC(=O)c1cccs1 | -2.7%

Ordered by count of non-hydrogen atoms (falling): four of the compounds above.
SMILES | EphA4 KYL inhibition
COc1ccc(N(CC(=O)N/N=C/c2cccc3c2OCCO3)S(=O)(=O)c2ccc(NC(C)=O)cc2)cc1 | -4.8%
CCCC1=Nc2cc(C(=O)NCCCOCC)ccc2Sc2ccccc21 | 4.9%
CCn1c(/C=N/c2nc3ccccc3n2C)nc2ccccc21 | 4.1%
COc1cc([N+](=O)[O-])ccc1NC(=O)C[n+]1ccccc1C | -0.4%

With a hit mark in EphA4 KYL inhibition, among the entries above:
SMILES | EphA4 KYL inhibition
O=C1CCCC2=C1C(c1ccco1)Nc1ccc3ccccc3c12 (centres undefined) | 11.8µM*

Later entries
SMILES | EphA4 KYL inhibition
Cc1cccc(Nc2ccccc2C(=O)OCC(=O)NCc2ccco2)c1C | 1.8%
O=c1c2ccccc2c(-c2ccccc2)nn1-c1cc(Cl)ccc1[N+](=O)[O-] | -0.1%
Cc1ccc(Sc2cnn(-c3ccccc3)c(=O)c2Cl)cc1 | -2.8%
CCC(C)(C(=O)NC1CCCC1)N(C(=O)c1ccccn1)c1ccccc1 (centres undefined) | -6.5%
COC(=O)c1cc(S(=O)(=O)N2CCOCC2)ccc1Sc1ccccc1N | 0.6%
Cc1nn(-c2ccc(Cl)c(Cl)c2)c(C)c1-c1cccc([N+](=O)[O-])c1 | -2.3%
CCn1c(CNc2ccccc2Cl)nnc1SCC(=O)NCc1ccccc1 | -1.5%
CC(C)(C)NC(=O)Cn1c(SCC(=O)NC2CCCCC2)nc2ccccc21 | -13.8%
Cc1ccc([N+](=O)[O-])cc1NC(=S)NC(=O)C(C)(C)C | 0.3%
CCOC(=O)N1CCC(NC(=O)C2CCN(S(=O)(=O)N3CCCC3)CC2)CC1 | -7.3%
Cc1cc(OCCCCCNCCO)cc(C)c1Cl | 1.7%
COc1ccc(Br)cc1C(=O)Nc1ccc(C)c(C)c1 | -0.8%
O=C(Nc1cccc(F)c1)/C(=C\c1cccnc1)NC(=O)c1cccs1 | -17.0%
O=C(O)c1ccc(NC2=C(Cl)C(=O)N(c3cccc(Cl)c3)C2=O)cc1 | 5.0%
Cc1cc2nc(C)n(CCCNC(=O)Nc3ccc(C#N)cc3)c2cc1C | -13.1%
Cc1ccc(S(=O)(=O)N2CCC[C@H]2C(=O)OC(C)C(=O)Nc2ncc(Cl)cc2Cl)cc1 (some centres undefined) | -2.8%
COc1ccccc1NC(=O)CSc1ncn[nH]1 | 13.8%
Cc1ccc(Nc2c3c(nc4ncnn24)CCC3)cc1 | -4.2%
COc1ccc(S(=O)(=O)Nc2nc(C(F)(F)F)cs2)cc1 | 15.4%
CC(C)CN1C(=O)/C(=C/c2ccc([N+](=O)[O-])cc2)SC1=S | -13.7%
COc1cc(C)c(CN2CCCCC2CO)cc1C (centres undefined) | -5.7%
O=C(NC1CCCCC1)N(Cc1cc2cc3c(cc2[nH]c1=O)OCCO3)CC1CCCO1 (centres undefined) | -2.2%
COc1ccccc1OCCOc1ccc(C=O)cc1 | -10.0%
CC(=O)Cn1c(C(F)(F)F)nc2ccccc21 | 4.6%
COc1ccc(N(CC(=O)NCc2ccncc2)S(=O)(=O)c2ccc(OC)c(OC)c2)cc1 | -9.0%
CN1/C(=C/C(=O)C2CCC2)Sc2ccccc21 | -0.8%
Cc1ccc(C(=O)N2Cc3ccccc3CC2C(=O)O)cc1 (centres undefined) | -1.2%
O=C(CC1SC(=O)N(c2ccccc2)C1=O)Nc1ccccc1 (centres undefined) | 5.2%
COc1ccc(OCC(=O)Nc2ccc3c(c2)nc2n3CCSC2)cc1 | -35.4%
CCOC(=O)c1ccccc1NS(=O)(=O)c1ccc(OC)c(OC)c1 | -2.3%
COc1ccccc1NC(=O)CSc1nnc(Cc2cccn2C)n1CCc1ccccc1 | -13.1%
CC(C)OC(=O)c1nnn(-c2nonc2N)c1CN1CCc2ccccc2C1 | -16.5%
COc1ccc2c(c1)CCc1c(C(=O)Nc3ccn(Cc4ccc(C)cc4)n3)noc1-2 | -12.0%
Cc1ccc(C)c(N2CCN(S(=O)(=O)c3ccc4[nH]c(=O)c(=O)[nH]c4c3)CC2)c1 | -8.2%
COc1ccc2nc(C)cc(SCC(=O)NNC(=O)COc3ccccc3)c2c1 | -13.8%
Cc1cnn(-c2cc(N/N=C/c3ccccc3Cl)ncn2)c1 | 3.8%
O=C(Cc1ccccc1)NC(c1ccco1)c1c(O)ccc2ccccc12 (centres undefined) | 1.1%
O=C(Nc1ccccc1-c1ccccc1)C1CCCN(c2ncccn2)C1 (centres undefined) | -4.2%
COC(=O)CNC(=O)/C=C/c1ccc(OC)cc1 | 0.7%
Cc1ccc(Sc2oc(/C=N/n3cnnc3)cc2Br)cc1 | 4.9%
COc1ccccc1-c1nnc(SCC(=O)O)n1C | -11.6%
CS(=O)(=O)N(Cc1ccccc1)c1ccc(C(=O)NC2CCCCC2O)cc1 (centres undefined) | -1.0%
Cc1cccc(NC(=S)NC2CC3CCC(C2)N3Cc2ccco2)c1 (centres undefined) | 7.0%
O=C(CCn1c(=O)c2sccc2n(CC(=O)OCc2ccccc2)c1=O)NCc1ccco1 | -3.9%
CCOC(=O)c1c(NC(=O)c2ccc(OC)cc2)sc(C(=O)Nc2cc(C(F)(F)F)ccc2Cl)c1C | 5.6%
CC(CN1CCOCC1)c1ccccc1 (centres undefined) | 7.8%
CCC1=NN2C(=N)/C(=C/c3cccs3)C(=O)N=C2S1 | 13.5%
O=C(CC1CCCC1)Nc1ccc2c(c1)CCC2 | -15.6%
O=C(CCc1ccccc1)NCc1ccccn1 | 1.0%
CCOC(=O)c1cnc(-n2nc(C)cc2C)nc1Nc1cccc(C(=O)O)c1 | -15.9%

Further compounds:
SMILES | EphA4 KYL inhibition
CCOc1ccc(NC(=O)N(C2CCCCCC2)C2CCN(C(C)=O)CC2)cc1 | -3.5%
O=C(Nc1cc(Cl)ccc1O)c1snnc1-c1ccccc1 | -6.9%
Cc1oc(-c2ccccc2Cl)cc1-c1nn2c(-c3ccco3)nnc2s1 | -6.5%
COc1cc(C(=O)NCc2cccc3ccccc23)ccc1OCc1ccccc1 | -10.2%
O=C(/C=C/c1cc2c(cc1Br)OCO2)c1cccc([N+](=O)[O-])c1 | -8.4%
c1ccc(Oc2cnc3ccccc3n2)cc1 | -1.4%
COc1ccc(S(=O)(=O)N2CCN(C)CC2)cc1Br | 0.9%
Cc1ccc(Cl)cc1N(Cc1ccc(C(N)=O)cc1)S(=O)(=O)c1ccccc1 | -1.1%
Cc1ccc(C)c(NC(NC(=O)c2cccnc2)C(Cl)(Cl)Cl)c1 (centres undefined) | -2.4%
Cc1c(Cc2c(Cl)cccc2Cl)c(=O)ccn1C(C)c1ccccc1 (centres undefined) | -10.6%
COc1ccc([N+](=O)[O-])cc1N(CC(O)Cn1nnc2ccccc21)S(=O)(=O)c1ccc(C)cc1 (centres undefined) | -5.5%
CCOC(=O)c1[nH]c2ccc(F)cc2c1NC(=O)CN1CCN(C/C=C/c2ccccc2)CC1 | -2.8%
N#CCCCn1c(-c2ccccc2)noc1=O | -2.2%
CCCn1c(CC)nc([N+](=O)[O-])c1S(=O)(=O)c1ccccc1 | -23.1%
Cc1ccc(Cl)cc1N1CCN(S(=O)(=O)c2cnc[nH]2)CC1 | -15.1%
CCOc1ccc(S(=O)(=O)N2CCc3ccccc3C2)cc1 | -4.4%
CC1(C)CC(=O)C2=C(C1)Oc1ncn(CCO)c(=N)c1C2c1ccccc1 (centres undefined) | -8.8%
Cc1ccc2[nH]c(=O)c(CNC(C)C)cc2c1 | 2.7%
O=C(CSCc1ccc(Cl)cc1)Nc1ccccc1C(=O)N1CCOCC1 | -15.1%
Cc1nnc(C)n1/N=C/c1ccc(O)cc1 | -9.3%
